# From PubChem BioAssay
# HSF1 inhib – HSF1 inhibition. NIH3T3-HGL HSE-luciferase, MG132-induced, luminescence 8 h; stronger effect = lower value. activity change, negative = inhibition, % at 7.5 µM (by protocol). actives 0.77% (n = 300,000). AID 2098;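 active means more than half of replicate wells show activity change below -50%, luminescence cut by over half; inconclusive means some wells, but at most half, below -50%; inactive means no replicate well below -50%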;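 further: luciferase reports HSF-1 transcriptional activity via heat shock element; 0% = median of DMSO wells and -100% = zero luminescence signal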
# Platelet DG rel – modulates dense granule release in human platelets | actives 0.22% (n = 300,000) | AID 1663 | inhibition, %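 (compounds screened at 7.5 µM in platelet-rich plasma)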 | human platelet-rich plasma, SFLLRN dense granule ATP release, luminescence;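 active means mean replicate score, as percent of positive control, at or above 50; inconclusive means mean below 50 but at least one replicate at or above 50; inactive means mean and every replicate below 50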
# HSP90 inh – blocks HSP90-mediated luciferase refolding in reticulocyte lysate. Rabbit reticulocyte lysate, luciferase refolding luminescence, 3 h. inhibition, % at 5.6 µM. actives 0.91% (n = 290,000). AID 1789;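 active means inhibition above the screen-wide mean plus 3 SD, computed separately per campaign, cut at about 16% in these data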;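 further: 0% = DMSO wells and 100% = 60 µM geldanamycin wells; inhibitors lower the luminescence because luciferase stays unfolded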
# HSF1 activator – increases HSF-1 driven luciferase reporter signal. NIH3T3-HGL HSF-1 luciferase reporter, MG132, 8 h; 100% = twice DMSO control signal. activation, % at 9 µM. actives 1.7% (n = 300,000). AID 504408;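 active means mean replicate activation of at least 50% with a set share of replicates each reaching 50%; inconclusive means only one of those two conditions met; inactive means mean below 50% and too few replicates reaching it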;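 further: 0% = median of the neutral control wells and 100% = twice that signal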
# KLF5 inh – kruppel-like factor 5 inhibition; DLD-1 KLF5 promoter-luciferase reporter, luminescence; inhibition, % at 5 µM; actives 0.23% (n = 290,000);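 active means inhibition above a per-plate limit of that plate's mean compound inhibition plus 3 SD, cut at about 60% in these data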;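 further: 0% = DMSO wells and 100% = LY294002 at 200 µM; higher means less KLF5 promoter-driven luciferase light; inactives centre near -14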
# aSyn 5UTR inh – 5' untranslated region of α-synuclein, MLPCN primary screen. alpha-synuclein 5'UTR reporter, inhibitor activity. inhibition, % (tested at 7.5 µM). actives 0.82% (n = 300,000). AID 1813; in the data active means inhibition above about 60%; inconclusive means no clear call, values can overlap the other calls;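 further: H4 neuroglioblastoma cells stably carrying SNCA 5'UTR luciferase fusion; 0% = DMSO wells and 100% = positive control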
# IEC-6 tox – kills IEC-6 intestinal cells in KLF5 counter-screen. AID 1825. IEC-6 cytotoxicity, luminescence viability. inhibition, % at 5 µM. actives 0.78% (n = 290,000); in the data active means inhibition above about 22%;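 further: 0% = plate median of test compound wells and 100% = cytotoxic reference compound wells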
# AI-2 QS mod – modulates the Vibrio harveyi AI-2 quorum sensing system; Vibrio harveyi JMH597 AI-2 luminescence/OD600 ratio, 9 h; stronger effect = lower value; strain lacks LuxN and CqsS sensors; 0 = neutral-control median; activity change, % at 7.5 µM; actives 0.4% (n = 300,000); in the data active means activity change below about -75%, passing the limit was not always enough; inconclusive means no clear call, values can overlap the other calls;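 further: luminescence divided by OD600 gain over 9 h not by final OD600 alone; inactives centre near 13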
# SKKanGAS inh – SKKanGAS growth inhibition | S. pyogenes SKKanGAS, kanamycin growth, BacTiter-Glo, 6 h | inhibition, % at 7.5 µM | actives 1.3% (n = 300,000) | AID 1662;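 active means mean replicate score, as percent of positive control median, at least 50; inconclusive means mean below 50 but one replicate at or above 50; inactive means mean and every replicate below 50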;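 further: strain carries kanamycin resistance gene driven by streptokinase promoter and grows in 40 µg/ml kanamycin; loss of luminescence reflects streptokinase promoter inhibition or plain growth inhibition; 0% = median of DMSO wells and 100% = positive control at its reference dose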
# HIF activator – HIF pathway transcriptional activation. U2OS HRE-luciferase reporter, luminescence; normalized: DMSO 0%, desferrioxamine 100%. activation, % at 7.5 µM (by protocol). actives 0.32% (n = 300,000). AID 1910;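 active means mean activation of at least 10% of the iron chelator positive control signal, with at least half of replicates also reaching 10%; inconclusive means mean and replicate majority disagree about reaching 10%; inactive means mean and most replicates under 10%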
# Numbers without * were called inactive; ? = inconclusive; / = no result given.
SMILES,HSF1 inhib,Platelet DG rel,HSP90 inh,HSF1 activator,KLF5 inh,aSyn 5UTR inh,IEC-6 tox,AI-2 QS mod,SKKanGAS inh,HIF activator
O=C(Cn1nnc(-c2ccccc2F)n1)NCCc1ccccc1,-6.1,-18.6,-3.2,-21.5,-2.9,17.8,-1.1,29.9,-0.7,-0.6
C=CCNC(=S)N1CCN(CCNC2=CC(=O)CC(C)(C)C2)CC1,-1.9,1.1,1.2,0.8,-26.9,29.0,-6.2,-20.0,-0.7,0.3
CCOc1ccc(Nc2nc(N)nc(CCl)n2)cc1,6.6,21.6,9.5,33.9,-54.2,96.0*,100.5*,11.6,0.3,3.2
CC1CC(C)(C)NC(=S)N1CCCC(=O)N1CCN(c2ccccc2F)CC1 (stereo not given),3.5,17.8,2.8,-15.3,-16.5,11.7,2.0,28.3,-2.2,-0.8
CC(OC(=O)Cn1[nH]c(=O)c2ccccc2c1=O)C(=O)NC1(C#N)CCCCC1 (stereo not given),-1.3,1.1,/,-5.7,/,4.0,/,22.5,-2.7,-33.4
O=C(NC12CC3CC(CC(C3)C1)C2)c1ccc(-c2ccccc2Cl)o1,-43.9,-3.5,25.7*,-52.6,-60.8,-220.4,-1.4,11.6,39.1,2.5
C[C@H](NC(=O)[C@@H]1CSC2c3ccccc3C(=O)N21)C(=O)NCc1c(F)cccc1Cl (stereo not given in full),0.7,-1.5,-2.0,3.1,14.6,2.7,-9.3,36.6,-4.9,-0.4
Cc1nn(Cc2ccc(F)cc2)c(C)c1NC(=O)c1cc(-c2ccco2)on1,10.5,-4.0,-1.2,23.5,-13.2,3.7,-7.3,16.7,4.5,-0.5
N/C(=N\OC(=O)Cc1cccs1)c1cccc([N+](=O)[O-])c1,22.9,-4.6,1.0,39.0,-28.8,-20.0,4.0,10.8,-3.4,0.5
C#CCOCCOCCOCCNc1nc(N2CCN(C(=O)CCCCCCCCCCNC(=O)[C@H](CCCCN)n3cc(CCCC(=O)O)nn3)CC2)nc(N2CCN(C(=O)CCCCCCCCCCNC(=O)[C@H](CCCCN)n3cc(CCCC(=O)O)nn3)CC2)n1,-0.7,-12.1,/,-2.5,/,-111.9,/,?,0.6,4.6
COc1cc(C2=NC(CO)(CO)CO2)cc(OC)c1OC,-1.4,3.6,3.9,10.3,-6.7,23.1,0.0,/,-2.6,0.4
O=C(Cn1c(C(F)(F)F)nc2ccccc21)c1ccc(Br)cc1,-2.0,-4.0,1.2,-5.0,-7.0,6.3,5.5,17.1,2.2,0.2
COc1ccc(CC(CN)c2ccccc2)cc1 (stereo not given),3.2,5.9,3.5,-4.6,-10.2,7.1,3.4,-1.0,-2.0,0.0
CC(=O)NCC(=O)OCC(=O)Nc1nc(-c2ccccc2)cs1,15.4,-3.1,0.5,23.1,-65.3,-54.3,-1.7,7.5,-1.0,2.6
CCCC(=O)Nc1cc(C)c2c(=O)oc3ccccc3c2n1,-2.3,-4.0,/,4.3,/,-73.9,/,6.2,5.8,0.2
CCCCNC(=O)NNc1nc(Cl)cc(C)c1C#N,2.6,-2.4,-3.1,1.9,-2.0,1.6,9.8,6.1,0.6,-0.9
CS(=O)(=O)N1CCN(C(=O)c2ccc3c(c2)OCCO3)CC1,-2.3,2.6,-5.0,-12.8,-29.2,2.5,-5.2,13.2,4.3,-0.3
COc1ccccc1N(C)S(=O)(=O)c1ccc(Cl)c(C(=O)NCCCN2CCOCC2)c1,-3.6,10.1,-2.5,6.9,-22.8,9.4,-1.5,24.8,2.3,0.1
O=C(O)/C=C/c1ccc(S(=O)(=O)Nc2ccc(OCc3ccccc3)cc2)cc1,-4.1,3.1,-2.5,-5.2,-34.5,-1.4,-2.2,32.1,-6.5,-0.3
CCN(CC)S(=O)(=O)c1cccc(NN=c2c(=O)c3ccccc3c2=O)c1,0.7,19.3,0.2,1.8,-14.8,-12.1,-0.3,10.5,3.2,-0.5

# Some of the entries above in a different format:
compound	HSF1 inhib	Platelet DG rel	HSP90 inh	HSF1 activator	KLF5 inh	aSyn 5UTR inh	IEC-6 tox	AI-2 QS mod	SKKanGAS inh	HIF activator
CCCCNC(=O)NNc1nc(Cl)cc(C)c1C#N	2.6	-2.4	-3.1	1.9	-2.0	1.6	9.8	6.1	0.6	-0.9
CS(=O)(=O)N1CCN(C(=O)c2ccc3c(c2)OCCO3)CC1	-2.3	2.6	-5.0	-12.8	-29.2	2.5	-5.2	13.2	4.3	-0.3

# Next part
SMILES,HSF1 inhib,Platelet DG rel,HSP90 inh,HSF1 activator,KLF5 inh,aSyn 5UTR inh,IEC-6 tox,AI-2 QS mod,SKKanGAS inh,HIF activator
CC(Sc1n[nH]c(=O)n1Cc1ccccc1)C(=O)NC1CCCCC1C (stereo not given),-0.9,3.4,/,12.9,/,-12.1,/,11.8,6.0,0.4
CC(C)Oc1ccc(NC(=O)C2CCCNC2=O)cc1 (stereo not given),-1.3,-2.1,-2.2,-15.3,-32.2,-24.1,-4.4,?,-8.9,0.4
Cc1ccc(S(=O)(=O)NCC(C)NS(C)(=O)=O)cc1 (stereo not given),-8.4,0.1,-0.5,-21.8,-12.9,17.0,-0.9,48.2,1.8,-0.3
CCOc1ccccc1NC(=O)n1ncc2c(C)cccc21,7.8,0.0,-0.2,13.3,-77.8,-68.5,5.4,11.7,14.7,-0.8
COc1cc(OC)cc(C(=O)NCc2cc(C)nc3ccccc23)c1,-8.4,3.0,2.8,8.1,-17.5,12.4,0.2,10.4,-4.1,-0.3
COc1ccc(CNC(=O)c2cccc(C)c2[N+](=O)[O-])cc1,1.9,11.3,-1.2,-7.4,-5.2,24.4,-9.7,8.1,4.0,-0.2
CCN(c1ccccc1)S(=O)(=O)c1nnc(NC(=O)C(C)(C)C)s1,-3.2,2.3,3.3,0.0,-3.0,-26.4,5.9,1.5,0.4,1.5
COc1ccc(NC2CCCN(C(=O)c3cccc(N4CCNC4=O)c3)C2)cc1 (stereo not given),-5.6,0.2,-3.8,-26.1,-70.3,0.8,-2.3,36.7,-4.6,-0.4
COc1ccc(N(CCC#N)C(=O)/C(C#N)=C/c2cccs2)cc1,5.4,-4.3,-1.3,5.5,-20.8,-13.5,-2.9,17.3,1.3,-0.3
Cn1c(=O)oc2cc(S(=O)(=O)Nc3ccc(Cl)cc3)ccc21,6.4,-3.1,-0.3,20.1,-21.7,22.6,-4.3,35.7,-4.6,0.8
Cn1c(SCc2ccc(C(C)(C)C)cc2)nnc1C1COc2ccccc2O1 (stereo not given),2.2,2.3,4.1,17.5,-40.7,9.6,-10.1,34.7,29.8,-0.8
CCN(CC)Cc1cc(C(C)=O)ccc1OCC(C)C,1.3,-6.9,3.1,-2.5,-9.1,8.7,2.0,18.6,-2.8,-0.2
CCC(=O)NC(Cc1ccccc1)c1ccc2c(c1)OCCCO2 (stereo not given),3.1,22.8,0.0,2.1,-35.8,-10.7,-3.3,26.1,-2.6,0.1
COc1cc(/C=N/NC(=O)COc2cc(C)cc(C)c2)ccc1OS(=O)(=O)c1ccc(C)cc1,4.3,-2.0,-6.1,7.4,-16.9,-5.9,-4.2,35.4,21.1,-0.4
COCCn1c(=N)c(C(=O)NCCc2ccccc2)cc2c(=O)n3cccc(C)c3nc21,/,5.1,-2.2,/,-7.7,8.4,4.4,6.7,0.2,-0.3
CCCCCn1c(CCNC(=O)c2cccs2)nc2ccccc21,8.7,12.2,2.0,17.4,-18.7,-8.0,-0.3,20.0,2.6,0.4
CCOC(=O)c1sc(C)c2c(=O)n(Cc3ccc(Cl)cc3)c(C)nc12,-0.2,-9.1,3.4,0.3,-12.0,34.0,3.2,4.9,21.1,1.0
COc1ccc2c(c1OC)C(=O)OC2Nc1ncccc1C (stereo not given),4.5,-4.3,-1.6,-25.7,-41.2,7.7,-2.0,11.5,-1.3,0.1
CC(=O)Nc1ccc(NC(=O)CSc2ccccn2)cc1,-1.4,7.3,-0.1,-10.3,10.9,11.7,10.2,25.3,1.5,1.2
CCc1c(O)nc(SCC(=O)N2CCc3cc(OC)c(OC)cc3[C@@H]2C)[nH]c1=O,8.9,4.5,1.8,27.5,-8.7,-7.1,2.4,26.3,2.0,-0.1
Cn1c(SCC(=O)NCCc2ccc(S(N)(=O)=O)cc2)nc2ccccc2c1=O,1.9,0.6,0.9,1.0,-14.7,-11.2,-5.8,24.4,-0.5,-0.3
CCn1c(CSCc2c(Cl)cccc2Cl)n[nH]c1=S,-7.2,3.9,1.6,-24.8,-26.3,17.0,3.4,62.2,-1.3,-0.3
O=C1C2CC=CCC2C(=O)N1c1ccc(N2CCN(c3ccccn3)CC2)c([N+](=O)[O-])c1 (stereo not given),2.8,-3.0,0.5,2.2,-20.7,-30.6,-6.1,51.2,-7.6,0.1
O=C1CC(N2C(=O)/C(=C/C=C/c3ccccc3)SC2=S)C(=O)N1c1ccccc1 (stereo not given),28.1,-4.2,-1.4,83.2*,-5.0,-7.4,2.1,20.4,8.6,0.4
CCOc1nc(NCCN2CCOCC2)nc(Nc2ccc([N+](=O)[O-])cc2)n1,-5.5,-3.4,2.4,5.0,12.9,-40.1,1.0,9.9,5.8,0.2
CCNC(=O)C12CCC(C)(C(=O)O1)C2(C)C (stereo not given),-0.9,-2.3,-1.2,-8.0,-27.1,15.8,2.2,29.6,-5.0,0.1
C=Cn1cc[n+](CC(=O)c2ccc(C)cc2)c1,3.5,-1.2,-1.6,-10.1,-24.1,7.7,-3.8,19.8,-6.7,-0.4
CCN(CC)S(=O)(=O)c1cccc(NC(=O)COc2ccc(F)cc2Br)c1,2.9,5.5,-0.6,6.8,1.7,-3.4,1.3,46.4,-11.8,-0.2
CC(C)(CNC(=O)COc1ccccc1Cc1ccccc1)N1CCOCC1,-1.5,3.5,0.4,-0.5,-14.7,3.4,-1.6,13.6,-16.9,-0.9
CCOC(=O)c1c(C)[nH]c(C(=O)COC(=O)CSCC(=O)N(CC)CC)c1C,-4.8,3.0,0.0,4.1,-9.7,21.4,4.9,7.6,-2.6,-0.3
CCCn1c2ccccc2c2nnc(SCC(=O)Nc3nnc(CC(=O)OCC)s3)nc21,-0.4,9.8,4.9,-3.7,0.4,-2.8,1.0,3.2,4.5,0.9
O=C(CSc1ccc2nnc(CCNC(=O)c3ccccc3)n2n1)NCc1ccco1,-6.0,-13.5,0.8,-11.3,-12.6,2.9,9.5,8.1,0.9,1.5
COc1cc(Br)cc(CN2CCN(c3ncccn3)CC2)c1O,3.2,-3.6,-3.4,-8.2,-16.5,-3.7,-3.3,14.6,4.0,-1.5
O=C(O)CSc1nc2c(c(=O)[nH]1)CCCC2,-1.4,-4.8,-0.2,17.8,-0.6,-11.9,1.2,13.7,1.9,-0.6
Cc1nc(NCCN2CCOCC2)c2oc3ccccc3c2n1,-8.4,-1.6,1.6,7.6,-20.2,-5.1,5.4,-16.9,-4.7,-11.0
Cc1ccc(SCC(=O)NNC(=O)C2CCCCC2)cc1,-20.3,11.0,-1.4,-31.7,11.4,9.8,6.0,9.7,-4.7,0.0
